ARFGAP1 inh: inhibitors of rat ARFGAP1 GAP activity, primary screen, biochemical, fluorescence polarization, GDP tracer | ADP-ribosylation factor GTPase-activating protein 1 (Rattus norvegicus), Q62848 | Arfgap1-stimulated ARF1 GTP hydrolysis, GDP FP detection | inhibition, % at 16.5 µM | 360,000 tested, 0.26% active | AID 651572, 2012;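 active means inhibition above a per-plate limit, mean inhibition of low control wells plus 3 SD, cut at about 25% in these data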;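 further: 0% = DMSO wells with enzyme and 100% = wells lacking Arfgap1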
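system = rat Arfgap1 catalytic domain, aa 1-136 | technique = FP, GDP Alexa 633 tracer displaced from anti-GDP antibody, 620/688 nm | compound = one concentration, 16.5 µM, DMSO 1.26% | medium = HEPES-based buffer, pH 7.5 | timing = compound-enzyme preincubation 20 min, reaction 120 min, detection 60 min, 25 °C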
PLC-gamma1 inh: PLC-gamma1 enzyme inhibitors, primary screen, biochemical, fluorescence, purified enzyme; 1-phosphatidylinositol 4,5-bisphosphate phosphodiesterase gamma-1 (Homo sapiens), P19174; fluorogenic substrate; inhibition, % at 12.2 µM; 370,000 tested, 0.84% active; AID 720700, 2013; in the data active means inhibition above about 9.5%
Target sequence (P19174 whole entry, looked up): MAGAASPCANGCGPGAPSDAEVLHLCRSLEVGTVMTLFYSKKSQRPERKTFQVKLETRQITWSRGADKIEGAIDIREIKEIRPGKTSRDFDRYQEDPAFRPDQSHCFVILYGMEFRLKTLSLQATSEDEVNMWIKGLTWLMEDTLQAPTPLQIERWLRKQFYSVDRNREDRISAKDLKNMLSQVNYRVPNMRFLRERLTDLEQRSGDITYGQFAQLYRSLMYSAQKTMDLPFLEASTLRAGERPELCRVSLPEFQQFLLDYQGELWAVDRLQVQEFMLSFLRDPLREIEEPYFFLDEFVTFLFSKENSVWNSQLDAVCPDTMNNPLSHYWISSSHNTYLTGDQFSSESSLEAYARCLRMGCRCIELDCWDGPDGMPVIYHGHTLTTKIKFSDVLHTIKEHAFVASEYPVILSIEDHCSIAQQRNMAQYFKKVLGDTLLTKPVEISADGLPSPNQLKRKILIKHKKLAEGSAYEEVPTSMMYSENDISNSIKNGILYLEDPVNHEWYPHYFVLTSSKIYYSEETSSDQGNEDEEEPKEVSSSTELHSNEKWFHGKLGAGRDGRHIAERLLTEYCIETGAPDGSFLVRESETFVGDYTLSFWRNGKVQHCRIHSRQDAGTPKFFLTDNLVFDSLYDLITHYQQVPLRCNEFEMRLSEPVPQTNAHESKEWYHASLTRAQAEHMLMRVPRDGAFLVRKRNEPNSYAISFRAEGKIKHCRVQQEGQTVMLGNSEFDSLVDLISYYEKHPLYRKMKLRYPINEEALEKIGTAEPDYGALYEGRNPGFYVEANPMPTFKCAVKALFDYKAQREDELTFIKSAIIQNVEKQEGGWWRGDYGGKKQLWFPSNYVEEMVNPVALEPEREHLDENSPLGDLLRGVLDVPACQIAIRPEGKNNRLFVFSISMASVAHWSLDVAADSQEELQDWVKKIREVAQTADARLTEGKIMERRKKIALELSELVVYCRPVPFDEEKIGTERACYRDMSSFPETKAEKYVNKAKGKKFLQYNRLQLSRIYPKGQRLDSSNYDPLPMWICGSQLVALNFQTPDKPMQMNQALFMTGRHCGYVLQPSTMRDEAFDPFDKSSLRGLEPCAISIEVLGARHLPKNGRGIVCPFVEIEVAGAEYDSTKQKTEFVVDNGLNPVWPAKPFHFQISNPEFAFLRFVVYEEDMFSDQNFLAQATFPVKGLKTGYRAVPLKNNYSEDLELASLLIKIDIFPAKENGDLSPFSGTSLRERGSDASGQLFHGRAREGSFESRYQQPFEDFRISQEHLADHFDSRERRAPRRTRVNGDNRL
sPLA2-III inh: human group III sPLA2 inhibitors, primary screen, biochemical, QFRET, BODIPY PC-A2 liposome substrate. 370,000 tested, 0.56% active. Group 3 secretory phospholipase A2 (Homo sapiens), Q9NZ20. QFRET BODIPY PC-A2 liposome hydrolysis, fluorescence. inhibition, % at 12.2 µM;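 active means inhibition above mean plus 3 SD of compounds lying within the high and low control bounds, cut at about 19% in these data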;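 further: 0% = median of test compound wells and 100% = no enzyme DMSO wells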
PLC-beta3 inh: human PLC-beta3 inhibitors, primary screen, biochemical, fluorescence. inhibition, % at 12.2 µM. AID 720704, 2013. Purified PLC-beta3, fluorogenic substrate. 1-phosphatidylinositol 4,5-bisphosphate phosphodiesterase beta-3 (Homo sapiens), Q01970. 370,000 tested, 0.18% active; in the data active means inhibition above about 11%;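 further: 0% = median of compound wells on plate and 100% = full blocker control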
ASAP1 inh: inhibitors of human ASAP1 ArfGAP activity, primary screen, biochemical, fluorescence polarization; Arf-GAP with SH3 domain, ANK repeat and PH domain-containing protein 1 (Homo sapiens), …; ASAP1-stimulated ARF1 GTP hydrolysis, GDP FP detection; inhibition, % at 16.5 µM; 360,000 tested, 0.19% active; in the data active means inhibition above about 25%;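 further: 0% = vehicle with enzyme and substrate and 100% = no enzyme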
NR1D1 modulator: modulators of Rev-erb alpha DNA binding, primary screen, biochemical, FITC-DNA, fluorescence polarization, uHTS; Rev-erbα–FITC-DNA binding, 90 min; 370,000 tested, 0.79% active; activity, % at 10 µM; Nuclear receptor subfamily 1 group D member 1 (Homo sapiens), P20393;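 active means activity above about 14%, limit read from the data; passing the limit was not always enough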;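 further: 0% = DMSO wells with 35 nM protein and 100% = DMSO wells with 750 nM protein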
Tn7 DDE FP: inhibitors of Tn7 peptide binding to fibrin DD(E), primary screen, biochemical, fluorescence polarization, human fibrin, Tn7 probe. Fibrinogen beta chain (Homo sapiens), P02675. FP displacement of FITC-Tn7 peptide from fibrin DD(E); 0% = median of compound wells per plate. inhibition, % at 8.3 µM. 370,000 tested, 0.13% active;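 active means inhibition above the mean of compounds falling within the control limits plus 3 SD of them, cut at about 14% in these data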;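 further: 0% = plate median of compound wells and 100% = 10 µM Aha-Tn7 peptide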
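Assay system: human fibrin DD(E). Input: DD(E) 2 µM final. Medium: Tris buffer with calcium and detergent, pH 7.8. Compound dosing: single point at 8.3 µM. Timing: 10 min plus 3 h, room temperature. Technique: fluorescence polarization of the labelled Tn7 tracer. Read-out: percent inhibition. Replicates: singlicate testing.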
Tn6 DDE FP: inhibitors of Tn6 peptide binding to fibrin DD(E), primary screen, biochemical, fluorescence polarization, human fibrin, Tn6 probe. Fibrinogen beta chain (Homo sapiens), P02675. Fibrin DD(E) TRITC-Tn6 fluorescence polarization displacement. inhibition, % at 8.3 µM. 370,000 tested, 0.21% active. AID 720509, 2013;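 active means inhibition above a per-campaign cutoff: mean of compounds within control limits plus 3 SD, cut at about 15% in these data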;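 further: 0% = median of all compound wells on the plate and 100% = blocking peptide control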
UHRF1 MBD2 ctr: UHRF1 methylated DNA binding inhibitors, primary screen, counter-screen for MBD2 inhibitor project, biochemical, TR-FRET, human UHRF1, single concentration | AID 687016, 2013 | inhibition, % at 4.4 µM | UHRF1 binding to methylated oligo | 370,000 tested, 0.75% active; in the data active means inhibition above about 21%;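 further: UHRF1 SRA domain binding a hemimethylated CpG hairpin DNA probe; 0% = median of test compound wells and 100% = reference inhibitor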
proKLK7 act: proKLK7 zymogen activators, primary screen, biochemical, fluorescence intensity. AID 652039, 2013. activation, % at 7 µM. purified proKLK7, EDANS-DABCYL substrate fluorescence; 100% is mature enzyme control, 0% vehicle. 370,000 tested, 0.9% active;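 active means activation above the mean of all tested compounds plus 3 SD, computed per campaign excluding outliers beyond control limits, cut at about 13% in these data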
* hit, by the source's call; . = no result given; & = joins results of further samples.

SMILES	ARFGAP1 inh	PLC-gamma1 inh	sPLA2-III inh	PLC-beta3 inh	ASAP1 inh	NR1D1 modulator	Tn7 DDE FP	Tn6 DDE FP	UHRF1 MBD2 ctr	proKLK7 act
CC(Nc1ccccc1N1CCCCC1)C(=O)N1CCc2ccccc21 (stereo unspecified)	-14	4	5	-1	-12	8	0	8	-1	0.4
C[C@H](NC(=O)C1CCN(C(=O)[C@H](Cc2ccccc2)NC(=O)OC(C)(C)C)CC1)C(=O)O	4	-1	13	-1	10	0	4	2	-1	-0.4
CNc1c(N)n(Cc2ccccc2)c(=O)[nH]c1=O	2	-12	-6	-18	-3	2	12	4	-4	-1.5
CCOc1ccc(-n2ccnc2SCC(=O)Nc2nnc(CC)s2)cc1	-10	2	-6	1	3	-3	-2	6	-3	0.0
O=C(Cc1ccc(F)cc1)NC(Cc1c[nH]c2ccccc12)C(=O)O (stereo unspecified)	-2	-4	-28	-14	4	0	-3	-4	3	0.1
Nc1nc2c(nc(SCc3ccccc3Br)n2[C@@H]2O[C@H](CO)[C@@H](O)[C@H]2O)c(=O)[nH]1	5	-1	3	-5	6	-1	-4	9	0	0.0
CC1CCCC(NC(=O)COC(=O)CCC2CCCC2)C1C (stereo unspecified)	4	-1	-1	1	-4	-8	-2	-8	0	0.1
CCc1nc(SCC(=O)Nc2ccnc3ccccc23)n[nH]1	-4	0	1	-4	4	1	-7	6	0	0.0
O=C(Nc1ccc(Cl)cc1)N[C@@H]1CC[C@H](CCNS(=O)(=O)c2ccccc2F)O[C@@H]1CO	0	-3	-11	-1	6	8	2	1	2	0.9
N/C(=N\O)c1ccccc1N1CCCCC1	12	0	0	-5	3	-2	6	-5	1	0.1
Cc1cc(C(=O)CS(=O)(=O)c2ccc(F)cc2)cc(C)c1O	17	-2	-3	-10	18	0	0	0	-1	0.4
COCC(=O)N1CCC(n2nccc2NC(=O)c2ccccc2OC)CC1	9	1	2	-7	1	-2	-1	-5	-2	0.5
COc1cccc(-c2cnc3c(NC(C)=O)cc(-c4cccc(C(=O)N(C)C)c4)cn23)c1	5	-33	-1	-41	5	-4	3	-3	-2	-0.5
Nc1ccc(C(=O)O)c(O)c1	-1&-2&10	0&1&-3	13&-6&-5	-1&-1&1	8&-2&2	3&-2&-14&-5&-5	1&0&-1	-9&0&1	-2&-4&1	0.8&0.4&0.2
CSc1ncccc1C(=O)OCC(=O)NCCCc1ccccc1	6	-1	-7	-5	4	3	-8	-1	4	-0.2
Cc1nc(-n2ncc(C#N)c2N)c2c3c(sc2n1)CCC3	13	-1	1	2	0	3	-4	3	0	0.2
COc1ccccc1OCc1ccc(C(=O)Nc2cc(OC)c(OC)c(OC)c2)o1	-3	1	-7	-3	14	0	-2	7	0	-0.1
CC(=O)NC1=NN(C(C)=O)C(C)(CS(=O)(=O)c2ccc3ccccc3c2)S1 (stereo unspecified)	6	2	1	-1	3	4	-4	3	-1	-0.1
CCCc1nnc(NC(=O)c2cccc(OC)c2)s1	10	-1	6	0	-3	-2	9	8	-1	0.4
NS(=O)(=O)c1ccc(CCNc2nn3c(-c4cccc(OC(F)(F)F)c4)cnc3s2)cc1	10	0	-77	3	7	14	-4	5	-2	-0.3
Cc1ccc(-c2nc(-c3ccccn3)no2)cc1[N+](=O)[O-]	2	-3	0	-6	-1	-7	-5	0	-2	0.0
CCn1c(SCc2ccc(Cl)cc2)nnc1-c1ccccc1	-2	1	-8	-1	-7	1	1	2	-2	0.1
CCc1cc2c(=O)c(-c3cnn(-c4ccccc4)c3)c(C)oc2cc1OCC(=O)Nc1ccc(F)c(F)c1	7	2	11	-4	-9	31*	8	-3	6	0.0
Cc1cccc(Oc2ccc(NC(=O)C3CC=CCC3C(=O)O)cc2)c1 (stereo unspecified)	9	-1	-3	-1	-1	-1	-2	0	-2	0.6
O=C(NCc1ccco1)c1ccccc1NC(=O)C1CC(=O)N(c2ccc(Cl)cc2)C1 (stereo unspecified)	-7	-4	-14	1	8	3	0	1	-3	0.9
CCCCCCOC(=O)Cc1c(C)nc(-c2ccccc2)[nH]c1=O	6	-2	6	1	12	0	1	-2	15	-0.3
CCOc1ncccc1C(=O)OCc1ccc(C(=O)OC)o1	0	2	5	-1	-8	0	-2	3	1	-1.2
Cn1c(=O)c2c(nc(CN3CCOCC3)n2CCCc2ccccc2)n(C)c1=O	-7	-2	6	3	11	0	1	-4	-4	-0.3
C[C@H](NC(=O)CC[C@H]1O[C@@H](n2ccc(=O)[nH]c2=O)[C@H](O)[C@@H]1O)c1cccc2ccccc12	-4	-2	4	1	-5	0	7	3	-1	-0.1
N#Cc1ccccc1Sc1ccccc1C(=O)Nc1ccc(Br)cc1	3	3	-28	0	4	-5	2	-4	-3	0.6
FC(F)Oc1ccc(/C=N/c2c(-c3ccc(OC(F)F)cc3)nc3n2CCS3)cc1	17	-1	-1	-1	14	-3	10	4	-1	0.3
N#Cc1c(F)cccc1N1CCOCC1	3	-24	0	-29	6	-5	-8	6	53*	-0.5
COc1ccc(C(=O)NCc2cc(C)nc3ccccc23)cc1OC	2	-3	0	-5	-9	-3	1	5	0	-1.0
C=C(Cl)COc1ccc2c(CC)cc(=O)oc2c1	1	-18	1	-20	-11	8	-3	-4	13	-1.8
Cc1nc2ccc(C(=O)N(C)Cc3ccco3)cn2c1N(C)C(=O)CCc1ccccc1	-6	-4	5	-12	3	0	1	1	0	0.5
O=C(c1cc([N+](=O)[O-])ccc1Cl)N1CCc2ccccc21	-10	1	8	2	7	4	-1	7	-1	-0.6
CC(C)CNC(=O)c1cccc(C(=O)NCC(C)C)c1	-3	5	1	1	9	-3	8	-3	-2	-0.5
Cc1c(Cl)cccc1NC(=O)CSCc1cc(=O)[nH][nH]1	-3	2	-4	-3	8	-4	5	-2	-1	-0.7
COc1ccc(-c2ncncc2-c2ccccc2)c(O)c1	5	-3	-5	-7	5	-3	8	2	-3	0.3
Fc1cccc(Cl)c1CSC1=NCCS1	-2	5	3	-3	0	4	-2	0	2	0.1
CCN(CC(=O)Nc1c(F)cccc1F)C(=O)c1ccc(C(=O)c2ccccc2)cc1	7	-2	-1	-7	5	-10	-8	0	-3	0.1
O=S(=O)(c1cccc2c(S(=O)(=O)N3CCCC3)cccc12)N1CCCC1	12	-2	12	4	-7	10	0	2	3	-0.3
Cc1cc(C)c(C(=O)c2ccc(C(=O)N3CCCCC3)cc2)c(C)c1	1	0	-11	-5	6	4	0	-7	-4	0.1
C=CCn1c(SCC(=O)c2ccc(Br)cc2)nnc1C(CC(C)C)NC(=O)c1cccs1 (stereo unspecified)	-2	2	-32	4	12	-2	3	3	0	-0.3
Cc1ccccc1N=C1SC(CC(=O)Nc2ccc3ccccc3c2)C(=O)N1Cc1ccccn1 (stereo unspecified)	5	6	-35	8	3	9	4	-1	1	-0.8
COC(=O)c1sccc1Oc1ccc(F)cc1[N+](=O)[O-]	-2	0	4	1	6	-1	0	3	0	0.2
OC(CSc1ccccc1)CN1CCN(c2cccc(Cl)c2)CC1 (stereo unspecified)	-3	3	9	1	0	2	-2	-6	2	0.2
CN(C)/C=C/C(=O)c1cnc(-c2cccc(Cl)c2)s1	7	1	0	-9	12	.	-3	1	0	-0.5
O=C(CCN1C(=O)c2ccccc2S1(=O)=O)Nc1nc2c(s1)CCCC2	7	-1	-3	-3	-5	3	8	-7	3	0.0
CCCn1c(=O)c(C(=O)NCCc2ccc(Cl)cc2)c(O)c2ccccc21	0	-2	-1	0	8	-5	3	-8	-3	-0.7
CCCCOC(=O)CSc1n[nH]c(=O)[nH]c1=O	-3	3	-1	4	10	6	-4	-5	-1	-0.3
O=C(NCCCN1CCOCC1)C(=O)N/N=C/c1cccc2ccccc12	4	-30	-2	-34	-4	2	-9	1	-4	2.5
CN(C(=O)c1cccc(NC(=O)c2cccs2)c1)c1ccccc1	13	2	-1	-1	14	4	8	6	2	-0.1

High-throughput results (PubChem BioAssay)
